Screens (PubChem BioAssay)
OXTR agonist: human OXTR agonists, primary screen, fluorescence, CHO-OTR cells, Fluo-8 calcium; Oxytocin receptor (Homo sapiens), P30559; Fluo-8 calcium fluorescence; normalized: DMSO 0%, oxytocin 100%; activation, % at 3 µM; 320,000 tested, 0.32% active; AID 2435, 2010;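 active = activation above the mean of all tested compounds plus 3 SD, cutoff set per screening run, cut at about 20% in these data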;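 note: peak over basal fluorescence ratio from a 100 s FLIPR kinetic read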
V1aR counter: agonists of human V1a receptor, primary screen, counter-screen for OXTR agonist project, fluorescence, CHO-V1R cells; Vasopressin V1a receptor (Homo sapiens), P37288; Fluo-8 calcium fluorescence, agonist mode; 0% DMSO, 100% 3 nM vasopressin; activation, % at 3 µM; 320,000 tested, 0.25% active; AID 2797, 2010;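 active = activation above the mean activation of all tested compounds plus 3 SD, per screening run, cut at about 20% in these data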;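 note: signal is peak over basal fluorescence ratio across a 100 second FLIPR read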
Target sequence (P37288 whole entry, looked up): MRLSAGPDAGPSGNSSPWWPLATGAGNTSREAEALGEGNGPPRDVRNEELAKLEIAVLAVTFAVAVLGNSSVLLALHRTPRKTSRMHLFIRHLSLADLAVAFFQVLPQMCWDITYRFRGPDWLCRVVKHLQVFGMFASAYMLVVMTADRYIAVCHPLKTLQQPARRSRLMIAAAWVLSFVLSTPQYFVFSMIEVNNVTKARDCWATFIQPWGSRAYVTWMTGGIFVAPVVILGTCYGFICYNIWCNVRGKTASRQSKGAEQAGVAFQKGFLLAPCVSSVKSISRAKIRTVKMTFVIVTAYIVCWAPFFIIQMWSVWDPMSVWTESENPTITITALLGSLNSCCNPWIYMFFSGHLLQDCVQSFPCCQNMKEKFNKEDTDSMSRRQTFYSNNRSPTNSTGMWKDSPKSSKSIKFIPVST
M1 ag parental: counter-screen for M1 agonists: effect in parental CHO-K1 cells; Fluo-8 calcium fluorescence; scaled to maximal ATP response, vehicle zero; 360,000 tested, 0.48% active; AID 602248, 2012; activation, % at 3 µM; in the data active = activation above about 15%;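 note: untransfected CHO-K1 host cells lacking M1 receptor as counterscreen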
CHO-K1 Ca PAM: nonselective calcium activators in parental CHO-K1 cells, primary screen, counter-screen for M1 PAM project, cell-based, Fluo-8 calcium fluorescence, full deck, 1536-well. activation, % at 3 µM. ATP EC20; 0% at ATP EC20, 100% at ATP max. 360,000 tested, 0.02% active;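 active = activation above the run cutoff, the mean activation of all test compounds plus 3 SD, cut at about 40% in these data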;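 note: peak over basal fluorescence ratio in a 140 s read after ATP addition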
TAAR1 antag: human TAAR1 antagonists, primary screen, Fluo-8 calcium fluorescence, CHO RD-HGA16 cells; inhibition, % at 3 µM; 360,000 tested, 1.5% active; antagonist;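 active = inhibition above a per-plate cutoff, the mean inhibition of test compounds on that plate plus 3 SD, cut at about 49% in these data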;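 note: 0% = DMSO plus EC80 beta-PEA response and 100% = DMSO alone without agonist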
Target sequence (Q96RJ0 whole entry, looked up): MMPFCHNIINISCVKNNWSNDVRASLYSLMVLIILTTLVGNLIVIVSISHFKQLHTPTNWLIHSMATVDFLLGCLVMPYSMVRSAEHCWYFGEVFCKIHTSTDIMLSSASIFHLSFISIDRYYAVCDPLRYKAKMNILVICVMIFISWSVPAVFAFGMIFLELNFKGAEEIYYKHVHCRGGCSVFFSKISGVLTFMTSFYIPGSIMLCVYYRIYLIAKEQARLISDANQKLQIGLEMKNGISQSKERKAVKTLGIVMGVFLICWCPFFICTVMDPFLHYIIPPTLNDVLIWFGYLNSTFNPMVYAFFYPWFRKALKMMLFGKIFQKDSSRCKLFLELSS
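Test system: CHO RD-HGA16 cells bearing hTAAR1 | Reagent: β-PEA, EC80 | Compound dosing: 3 µM, single point | Schedule: Dye loading 75 min at 37 °C, then 30 min room temperature | Signal: Calcium fluorescence with Fluo-8 | Evaluation: Percent inhibition of PEA-evoked calcium signal, max/basal emission ratio | Control set: DMSO-only wells and EC80 β-PEA-stimulated wells | Repeats: Singlicate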
CHO-K1 Ca antag: M1 antagonist counterscreen hit in parental CHO-K1 cells | ATP-induced calcium, Fluo-8 fluorescence | inhibition, % at 3 µM | 360,000 tested, 0.6% active | AID 602250;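 active = inhibition above a per-plate cutoff, the plate's mean sample inhibition plus 3 SD, cut at about 24% in these data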;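 note: 0% = DMSO plus EC80 ATP and 100% = DMSO alone without ATP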
GPR7 antagonist: GPR7 receptor antagonists, primary screen, cell-based, fluorescence, single concentration | GPR7-expressing cells, fluorescence antagonist assay | Neuropeptides B/W receptor type 1 (Homo sapiens), P48145 | 290,000 tested, 1.1% active | AID 1861, 2009 | inhibition, % at 4.4 µM; in the data active = inhibition above about 16%, passing the limit was not always enough;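 note: cells stimulated with the agonist NPW; 0% = agonist with vehicle and 100% = vehicle without agonist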
Target sequence (P48145 whole entry, looked up): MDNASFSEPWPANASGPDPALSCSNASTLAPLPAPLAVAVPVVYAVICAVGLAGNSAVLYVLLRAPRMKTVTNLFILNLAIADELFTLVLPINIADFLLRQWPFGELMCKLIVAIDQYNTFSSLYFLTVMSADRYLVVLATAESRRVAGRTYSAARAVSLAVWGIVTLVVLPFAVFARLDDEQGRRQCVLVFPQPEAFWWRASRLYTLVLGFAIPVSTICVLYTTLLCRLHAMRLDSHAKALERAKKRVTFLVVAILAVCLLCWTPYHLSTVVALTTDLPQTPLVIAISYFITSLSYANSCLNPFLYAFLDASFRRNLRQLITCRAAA
CHO parental Ca: ATP-evoked calcium signal inhibitors, parental CHO, primary screen, counter-screen for OX1R antagonist project, cell-based, fluorescence, Fluo-8 calcium dye; parental CHO-K1, ATP-induced calcium, Fluo-8 fluorescence; inhibition, % at 5.6 µM; 330,000 tested, 0.63% active;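 active = inhibition above that plate's mean sample inhibition plus 3 SD, cut at about 26% in these data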;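 note: 0% = ATP-challenged DMSO wells and 100% = DMSO wells without ATP; some compounds past the cut are filed as inactive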
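Test system: parental CHO cells; detection: calcium-sensitive Fluo-8 fluorescence; evaluation: percent inhibition of calcium signal; also added: ATP as calcium-mobilizing challenge; repeats: one well per compound; control set: ATP-challenged DMSO wells low, unchallenged DMSO wells high; compound: single nominal dose of 5.6 µM per compound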
OXTR potentiator: human OXTR potentiators, primary screen, fluorescence, CHO-OTR cells, Fluo-8 calcium; Fluo-8 calcium fluorescence, potentiator mode; 0% = oxytocin EC15, 100% = EC100; activation, % at 3 µM; 320,000 tested, 0.061% active; AID 2445, 2010;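 active = activation above that plate's cutoff, the mean activation of tested compounds plus 3 SD, cut at about 6.6% in these data, passing the limit was not always enough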;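 note: 100% uses oxytocin at 75 nM as the full agonist control; some results filed as inactive read as strong as hits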
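System: human OTR in CHO cells / Also added: sub-maximal oxytocin, roughly EC15 / Control set: EC15 oxytocin low, 75 nM oxytocin high / Schedule: 6 min compound pre-incubation at room temperature, 100 s kinetic read / Compound: single-point 3.0 µM / Replication: singlicate / Technique: Fluo-8 calcium dye fluorescence / Read-out basis: % activation of max/min ratio relative to oxytocin controls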
Starred values were filed as active, the others as inactive; . = not tested or not shown.

Preview, two compounds:
item | mol | OXTR agonist | V1aR counter | M1 ag parental | CHO-K1 Ca PAM | TAAR1 antag | CHO-K1 Ca antag | GPR7 antagonist | CHO parental Ca | OXTR potentiator
1 | CCC(C(=O)c1ccccc1)N(C(=O)c1ccccc1Cl)N1C(=O)C2C3C=CC(C3)C2C1=O (stereo unspecified) | -1.3 | -1.5 | 0.2 | 7 | -6 | -20 | 6 | -23 | -8
2 | CC1(C(=O)OCC(=O)c2c[nH]c3ccccc23)CC1(Cl)Cl (stereo unspecified) | -0.3 | 1.2 | 1.8 | 22 | 9 | -6 | 4 | -16 | -3

The listing (from the top)
item | mol | OXTR agonist | V1aR counter | M1 ag parental | CHO-K1 Ca PAM | TAAR1 antag | CHO-K1 Ca antag | GPR7 antagonist | CHO parental Ca | OXTR potentiator
1 | CCC(C(=O)c1ccccc1)N(C(=O)c1ccccc1Cl)N1C(=O)C2C3C=CC(C3)C2C1=O (stereo unspecified) | -1.3 | -1.5 | 0.2 | 7 | -6 | -20 | 6 | -23 | -8
2 | CC1(C(=O)OCC(=O)c2c[nH]c3ccccc23)CC1(Cl)Cl (stereo unspecified) | -0.3 | 1.2 | 1.8 | 22 | 9 | -6 | 4 | -16 | -3
3 | COc1ccc(NC2=C(Cl)C(=O)N(CCc3ccccc3)C2=O)cc1 | -2.2 | 0.3 | 0.5 | -6 | 32 | 0 | 0 | -12 | -16
4 | CC(=O)c1cc2c(cc1N/C(=N/S(=O)(=O)c1ccc(C)cc1)c1ccccc1)OCO2 | -2.5 | 0.1 | 0.1 | 19 | 6 | -8 | -2 | -22 | -9
5 | Cn1nc(-c2ccccc2)c(C(O)c2ccc(Cl)cc2)c1Cl (stereo unspecified) | -1.1 | 0.4 | 0.1 | 7 | 9 | -4 | -13 | -13 | -1
6 | COc1cccc(NC(=O)CN(C)C(C)C(=O)N2CCCC2)c1 (stereo unspecified) | -0.2 | 0.3 | 0.5 | -3 | -9 | -14 | . | -12 | 0
7 | CC1=C(C(=O)OCCOC(C)C)C(c2cc3c(cc2Br)OCO3)CC(=O)N1 (stereo unspecified) | -0.2 | 0.3 | -0.1 | 7 | -7 | 3 | -8 | -10 | -15
8 | O=C(Nc1cccc(-c2nc3ccccc3s2)c1)c1cc(=O)c2ccccc2o1 | 0.6 | -0.7 | 1.6 | 16 | 36 | -5 | -7 | -9 | -7
9 | Cc1ccc2oc(=O)c3cnn(CC(=O)NC4CCC(C)CC4)c3c2c1 (stereo unspecified) | -0.9 | 0.3 | 3.1 | 7 | -9 | -4 | . | -3 | 2
10 | Cc1nc(NC(=O)CC(C)C)sc1-c1csc(Nc2ccc(Cl)cc2Cl)n1 | -1.5 | -0.8 | -0.7 | -21 | 11 | 7 | -2 | -29 | -7
11 | Nc1nnc(CCN2C(=O)CSC2=O)s1 | 0.9 | 0.4 | 0.1 | -3 | 10 | 12 | -16 | 9 | 1
12 | CCc1cc2c(=O)[nH]c(Cc3ccc(Cl)cc3)nc2s1 | -1.4 | -0.8 | 0.5 | 21 | -12 | -8 | -18 | -8 | -13
13 | S=c1[nH]nc(-c2ccccc2)n1/N=C/c1cccc(Br)c1 | -1.5 | -0.6 | -0.4 | -12 | 6 | 2 | -15 | 1 | -10
14 | CSC(=NC#N)N1CCN(c2ccccn2)CC1 | 0.6 | 0.6 | 1.9 | 14 | 1 | -8 | -13 | -10 | -2
15 | CC1CCCCC1NS(=O)(=O)c1ccc2c(c1)CC(=O)N2C (stereo unspecified) | 0.9 | 2.8 | 0.6 | -11 | 4 | -1 | -5 | -18 | -11
16 | Cc1ccc(S(=O)(=O)N(C)CC(=O)NNC(=O)CCNS(=O)(=O)c2cccc(C)c2)cc1 | 2.0 | -0.7 | -0.1 | -11 | 5 | -1 | . | -12 | -1
17 | Cc1ccc(S(=O)(=O)/C(C#N)=C/c2c[nH]c3ccccc23)cc1 | -0.5 | 0.5 | 1.1 | 4 | 5 | 0 | -3 | -2 | -4
18 | O=c1c2ccccc2nnn1COc1cccc2ccccc12 | -1.3 | -0.2 | 8.9 | 11 | 20 | -7 | -5 | -22 | -26
19 | Cc1noc(C)c1COc1ccc(C(=O)NCc2ccccn2)cc1 | -0.2 | 3.3 | 0.3 | 11 | 0 | -3 | -8 | -19 | -8
20 | CC(C(=O)Nc1cccc([N+](=O)[O-])c1)N(c1ccccc1)S(C)(=O)=O (stereo unspecified) | -1.6 | -0.1 | 0.9 | -1 | -6 | -22 | 1 | -9 | -16
21 | O=C(CSc1ccc(Cl)cc1)N1CCN(c2c(Cl)cccc2[N+](=O)[O-])CC1 | -1.5 | 0.0 | 2.3 | 23 | 65* | 2 | -5 | -17 | -10
22 | Cc1ccsc1/C=C1/CN(C)Cc2c1nc1ccccc1c2C(=O)O | -0.6 | -1.4 | 0.8 | 18 | -13 | -13 | -13 | -2 | -5
23 | CCOC(=O)[C@]12CCC=C1N(Cc1cccc3ccccc13)C(=O)[C@H](CC(=O)NCc1ccc(OC)c(OC)c1)C2 | . | . | 3.4 | -4 | 27 | -22 | . | . | .
24 | Cc1ccc(CCN2CC(C(=O)NCc3ccco3)CC2=O)cc1 (stereo unspecified) | -0.6 | 1.0 | 0.7 | 18 | -23 | -11 | -13 | -4 | -17
25 | CCOc1cc(/C=C2\C(=O)N(c3ccc(C(N)=O)cc3)N=C2C)ccc1OC(=O)c1cccs1 | -1.7 | -0.9 | -0.3 | 19 | . | -5 | 2 | -17 | 1
26 | C/C(=N/NC(=O)CCCOc1ccc(Cl)cc1Cl)c1ccc(C)o1 | -2.1 | -1.1 | 0.2 | 15 | -26 | -6 | -8 | -20 | 1
27 | Nc1nc(CSC(=S)N2CCCCC2)nc(Nc2ccccc2)n1 | -2.4 | -0.3 | 1.2 | 25 | 10 | -10 | 15 | -22 | 4
28 | Cc1ccc(S(=O)(=O)Cc2ccc(C(=O)NCc3cccs3)o2)cc1 | 1.1 | 1.0 | 1.1 | 20 | -20 | -20 | -1 | 1 | -3
29 | Cc1nc(NC(CC(C)C)C(=O)O)c2nc(C)oc2n1 (stereo unspecified) | 0.1 | -0.4 | -0.2 | 15 | 6 | -9 | -10 | -5 | -8
30 | NS(=O)(=O)c1ccc(CCNC(=S)Nc2ccc(F)cc2)cc1 | 0.4 | 1.2 | 0.6 | 21 | 25 | -11 | 10 | -3 | -6
31 | CC(C)C12CN3CC(C(C)C)(CN(C1)C3c1ccco1)C2=O (stereo unspecified) | 0.0 | -0.5 | 0.4 | 16 | 2 | -6 | -11 | -3 | -6
32 | COc1cccc(C(C)N(C)Cc2nc(COc3ccccc3)no2)c1 (stereo unspecified) | -0.4 | -1.2 | 2.1 | 23 | 4 | -12 | 1 | -15 | -4
33 | Brc1ccc(-c2nc3ncccn3c2NC2CCCCC2)o1 | -3.0 | 0.0 | 2.8 | 19 | 13 | -9 | 11 | -34 | 2
34 | O=C1OC(=O)C2C1[C@@H]1CC[C@H]2O1 (stereo partly specified) | 0.5 | 0.9 | 0.7 | 12 | -2 | -1 | -7 | 1 | -8
35 | O=C(COC(=O)Cc1ccsc1)Nc1ccc(S(=O)(=O)N2CCOCC2)cc1 | 0.2 | 0.9 | 1.1 | 9 | 9 | 2 | -4 | -4 | -6
36 | CCCc1cc(=O)[nH]c(SCC(=O)N(CC)c2c(N)n(Cc3ccccc3)c(=O)[nH]c2=O)n1 | -0.4 | -0.3 | -0.2 | -5 | -10 | 2 | . | -3 | -8
37 | O=C(COc1ccc(Cl)cc1Cl)Nn1c(=S)[nH]c2ncccc2c1=O | 0.1 | 0.9 | 0.9 | 25 | -41 | -8 | -5 | -1 | -6
38 | CC(NCc1ccc(N(C)C)cc1)C1CC2CCC1C2 (stereo unspecified) | 2.0 | 1.2 | 0.4 | 10 | -14 | 4 | -11 | -10 | -1
39 | CN(C)c1ccc(/C=N/NC(=O)c2ccc(Cn3cc(Br)cn3)o2)cc1 | -0.7 | 0.0 | 1.0 | 12 | -10 | 2 | -2 | -11 | -4
40 | CC(C)(C)c1ccc(C(=O)NN2C(=O)CSC2=S)cc1 | 0.1 | 0.9 | 1.5 | 8 | -13 | -7 | -11 | 10 | 2
41 | O=C1CC(c2cccc(Cl)c2)CC(O)=C1C=NCCCO (stereo unspecified) | 1.1 | 1.0 | 0.1 | -2 | -17 | 2 | -1 | -8 | -7
42 | Cc1cc(C(=O)NNS(=O)(=O)c2ccc(F)cc2)nn1C(C)(C)C | 0.0 | 0.3 | 0.5 | 2 | -8 | 4 | -5 | -9 | -6
43 | COc1ccc(C(=O)Nc2cccc3ccccc23)cc1 | -0.7 | 0.1 | 1.4 | 3 | -2 | 0 | 10 | -11 | -3
44 | CCSc1ccccc1C(=O)NCc1ccc(S(N)(=O)=O)cc1 | 0.8 | 0.2 | 0.9 | 24 | -2 | -16 | -3 | -7 | 1
45 | COc1ccc(C2C(C#N)=C(/N=C/N3CCN(C)CC3)OC3=C2C(=O)CC(C)(C)C3)cc1 (stereo unspecified) | -1.0 | 0.3 | -0.2 | 2 | -10 | -8 | -1 | -16 | -7
46 | CC(SCc1nc2sc3c(c2c(=O)[nH]1)CCCC3)C(=O)Nc1ccccn1 (stereo unspecified) | 1.2 | 1.7 | 0.5 | -33 | -2 | 12 | . | -10 | -2
47 | O=C(CCCC(=O)NCc1ccc(F)cc1)NCc1ccc(F)cc1 | -0.5 | -0.1 | -0.1 | 4 | -6 | -3 | -3 | -8 | -7

Reprinted at random: 4 entries already listed.
item | mol | OXTR agonist | V1aR counter | M1 ag parental | CHO-K1 Ca PAM | TAAR1 antag | CHO-K1 Ca antag | GPR7 antagonist | CHO parental Ca | OXTR potentiator
42 | Cc1cc(C(=O)NNS(=O)(=O)c2ccc(F)cc2)nn1C(C)(C)C | 0.0 | 0.3 | 0.5 | 2 | -8 | 4 | -5 | -9 | -6
45 | COc1ccc(C2C(C#N)=C(/N=C/N3CCN(C)CC3)OC3=C2C(=O)CC(C)(C)C3)cc1 (stereo unspecified) | -1.0 | 0.3 | -0.2 | 2 | -10 | -8 | -1 | -16 | -7
43 | COc1ccc(C(=O)Nc2cccc3ccccc23)cc1 | -0.7 | 0.1 | 1.4 | 3 | -2 | 0 | 10 | -11 | -3
40 | CC(C)(C)c1ccc(C(=O)NN2C(=O)CSC2=S)cc1 | 0.1 | 0.9 | 1.5 | 8 | -13 | -7 | -11 | 10 | 2
